# Screening data deposited in PubChem BioAssay by The Scripps Research Institute Molecular Screening Center.
# FBW7 activator: activators of human E3 ligase FBW7. Q969H0. AlphaScreen FBW7–phospho-cyclin E peptide binding, activator screen. normalized activity (activation), % at 26.1 µM. hit rate 0.13% among 650,000. AID 1259310; in the data active = normalized activity above about 1.9%;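 also: purified mutant Fbw7 with reduced substrate affinity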
# Target sequence (Q969H0 whole entry, looked up): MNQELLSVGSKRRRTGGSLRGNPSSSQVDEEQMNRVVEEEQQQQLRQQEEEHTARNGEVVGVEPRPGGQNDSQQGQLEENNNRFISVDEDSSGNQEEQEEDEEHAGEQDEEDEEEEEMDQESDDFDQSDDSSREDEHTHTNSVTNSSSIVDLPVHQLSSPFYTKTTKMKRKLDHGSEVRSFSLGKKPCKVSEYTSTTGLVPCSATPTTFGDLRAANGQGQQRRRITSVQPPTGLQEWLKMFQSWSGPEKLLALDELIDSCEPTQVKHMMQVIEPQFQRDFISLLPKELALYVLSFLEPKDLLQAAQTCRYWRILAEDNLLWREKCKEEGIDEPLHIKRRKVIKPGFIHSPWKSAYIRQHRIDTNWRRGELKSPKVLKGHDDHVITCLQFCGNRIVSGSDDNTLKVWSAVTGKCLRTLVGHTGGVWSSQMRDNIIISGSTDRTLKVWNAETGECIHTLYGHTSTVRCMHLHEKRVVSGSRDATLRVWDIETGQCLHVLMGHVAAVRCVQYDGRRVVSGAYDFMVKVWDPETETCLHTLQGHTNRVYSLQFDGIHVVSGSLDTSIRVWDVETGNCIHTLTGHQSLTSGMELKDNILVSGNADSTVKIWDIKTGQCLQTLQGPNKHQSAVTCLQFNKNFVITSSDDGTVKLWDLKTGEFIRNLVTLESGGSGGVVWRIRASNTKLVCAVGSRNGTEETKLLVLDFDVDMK
# TEAD-YAP inh: TEAD-YAP interaction inhibition; HEK-TIYL cells, TEAD-Gal4/YAP UAS-luciferase luminescence; inhibition, % at 9.12 µM; hit rate 1.4% among 640,000; in the data active = inhibition above about 32%;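 also: 0% = median of test compound wells and 100% = reference inhibitor wells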
# MITF primary: blocks human microphthalmia-associated transcription factor | O75030 | AlphaScreen MITF homodimerization, bead proximity signal | inhibition, % at 2.6 µM | hit rate 0.91% among 650,000; in the data active = inhibition above about 50%;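 also: 0% = vehicle wells with protein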
# GPR151 activ: activators of human GPR151 | Q8TDV0 | PathHunter beta-arrestin GPR151 cells, luminescence | activation, % at 11.2 µM | hit rate 1% among 650,000 | AID 1508602; in the data active = activation above about 4.9%;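 also: 0% = median of compound wells and 100% = cells with positive control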
# Target sequence (Q8TDV0 whole entry, looked up): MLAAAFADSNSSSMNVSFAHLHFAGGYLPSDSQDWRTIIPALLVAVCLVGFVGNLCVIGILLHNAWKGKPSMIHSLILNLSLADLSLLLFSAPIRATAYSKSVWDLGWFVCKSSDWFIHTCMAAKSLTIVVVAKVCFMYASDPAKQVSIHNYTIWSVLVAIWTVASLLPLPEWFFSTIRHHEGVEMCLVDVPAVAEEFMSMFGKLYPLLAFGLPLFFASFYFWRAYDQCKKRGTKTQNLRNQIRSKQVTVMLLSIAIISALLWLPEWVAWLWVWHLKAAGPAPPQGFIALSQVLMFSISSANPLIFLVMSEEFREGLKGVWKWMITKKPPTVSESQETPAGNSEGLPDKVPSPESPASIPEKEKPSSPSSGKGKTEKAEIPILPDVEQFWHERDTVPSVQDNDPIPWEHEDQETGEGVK
# An asterisk follows results filed as active; & = joins results of further samples.
# Labels used below: A = FBW7 activator; B = TEAD-YAP inh; C = MITF primary; D = GPR151 activ
CC(=O)Nc1[nH]c2c(c(=O)c1[N+](=O)[O-])c(=O)n(C)c(=O)n2C
  A = 0.1	B = -6.7	C = -8.3	D = -1.5
CC12CS(=O)(=O)CC1SC(=S)N2C1CCS(=O)(=O)C1 (stereo unspecified)
  A = 0.0	B = 14.0	C = -0.6	D = 2.9
C/C=C/C(=O)Nc1cc(C)nn1-c1nc2c(c(=O)[nH]1)CCC2
  A = -0.1	B = 30.1	C = 41.9	D = 1.5
CCN(Cc1ccco1)C(=O)Cn1nc2n(Cc3ccccc3F)c3ccccc3n2c1=O
  A = -0.1	B = 1.5	C = -7.4	D = 6.6*
COC(=O)CC1C(=O)NCCN1Cc1nc(NCc2ccc(C)o2)c2ccccc2n1 (stereo unspecified)
  A = -0.5	B = -5.5	C = -5.1	D = -0.3
COc1cc2sc(=NC(=O)c3c(OC)cccc3OC)n(C)c2cc1OC
  A = 0.1	B = 3.2	C = 0.5	D = -1.3
Nc1ccc(C(=O)N/N=C/c2ccc(OC(=O)c3cc([N+](=O)[O-])cc([N+](=O)[O-])c3)cc2)cc1
  A = 0.0	B = -10.3	C = -1.1	D = -0.5
O=C(N/N=C\c1ccccc1O)c1n[nH]c([N+](=O)[O-])n1
  A = -0.3	B = -4.7	C = 36.7	D = -0.3
O=C(CNS(=O)(=O)c1cccc2nonc12)N1CCN(c2cccc(C(F)(F)F)c2)CC1
  A = -0.3	B = 1.4	C = -7.1	D = 0.0
CC1Cc2ccccc2N1C(=O)COC(=O)c1cc(Cl)cc(Cl)c1N (stereo unspecified)
  A = 0.4	B = 0.8	C = -4.5	D = 0.1
C=CCOc1c(Cl)cc(CNCCCC)cc1OC
  A = 0.7	B = -9.9	C = -14.8	D = 0.2
Nc1c(-c2ccccc2)cnc2c(-c3ccccc3)cnn12
  A = 0.1	B = 40.9*	C = -3.6	D = 0.4
Cc1cc(=O)oc(C)c1C(=O)OCC(=O)c1ccc([N+](=O)[O-])cc1
  A = 0.1	B = -9.4	C = -7.2	D = 0.2
Cc1ccc(F)cc1Nc1nc2ccccc2n2cnnc12
  A = 0.0	B = 3.9	C = -6.2	D = -0.5
COc1cccc(CN2CCN(Cc3ccc(C#CC(C)(C)O)s3)CC2CCO)c1 (stereo unspecified)
  A = 0.0	B = 1.6	C = 8.1	D = 0.4
COc1ccc(-c2c(C)nn3c(NCCO)c4c(nc23)CCCC4)cc1
  A = 0.0	B = 0.6	C = 9.5	D = -0.3
COC(=O)C1=C(C)NC(=S)NC1c1ccccc1OCC(=O)N1CCOCC1 (stereo unspecified)
  A = 0.1	B = -1.8	C = 7.9	D = 0.3
Cc1cc(C)n(-c2ccc(C(=O)OCc3ccccc3)cc2)n1
  A = -0.1	B = -3.2	C = -1.6	D = -0.2
COc1ccc(-c2nnc3ccc(SCC(=O)Nc4ccc5c(c4)OCO5)nn23)cc1
  A = 0.2	B = 16.0	C = 4.5	D = -0.3
O=C(O)CN(CCOCCOCCN(CC(=O)O)CC(=O)O)CC(=O)O
  A = -0.2	B = -2.5	C = -0.6	D = 1.6
NC(=O)CSc1nnc(Cc2ccccc2)o1
  A = 1.4	B = 1.6	C = 8.2	D = -1.5
COc1ccc(CNC(=O)c2cc(C)no2)cc1
  A = -0.1	B = -7.9	C = -4.2	D = 2.2
O=C(c1ccccc1-c1nc(-c2ccccc2F)no1)N1CCOCC1
  A = -0.1	B = -22.0	C = -2.9	D = -1.0
COc1ccccc1Cn1c(=O)c2cccnc2n(CC(=O)Nc2ccccc2)c1=O
  A = -0.2	B = 1.0	C = -0.3	D = 7.0*
CN1CCCN(C(=O)C2CC23CCN(Cc2nc4ccccc4s2)CC3)CC1 (stereo unspecified)
  A = -0.1	B = 12.8	C = 7.3	D = -0.4
COc1ccc(N(CC(=O)O)S(=O)(=O)c2c(C)n[nH]c2C)cc1
  A = 0.2	B = -2.0	C = 7.6	D = 0.5
N#C/C(=C\c1ccc(OCC(=O)O)cc1)S(=O)(=O)c1ccc(Cl)cc1
  A = 0.4	B = 0.4	C = 14.9	D = -1.2
CNC(=O)CSc1nc(C2CC2)nc2sc3c(c12)CCC(C)C3 (stereo unspecified)
  A = 0.3	B = -11.2	C = 0.1	D = -1.1
COc1ccccc1N1CCN(C(=O)Cc2csc(Nc3nc(C)cc(C)n3)n2)CC1
  A = -0.3	B = 2.2	C = -3.3	D = 0.5
CC1=C(C(=O)Nc2ccccn2)C(c2ccccc2Cl)C2=C(CC(C)(C)CC2=O)N1 (stereo unspecified)
  A = 0.1	B = -37.0	C = -7.8	D = 1.2
Cc1ccccc1NS(=O)(=O)c1ccc(C)c(C(=O)O)c1
  A = -0.1	B = 2.5	C = -14.1	D = 0.6
Cc1nc(Oc2cccc3ccccc23)c2c3c(sc2n1)CCCC3
  A = 0.0	B = 2.0	C = 0.8	D = 1.1
O=C(c1ccc(Cl)s1)N(CCCn1ccnc1)c1nc2ccc(F)cc2s1
  A = -0.4	B = -0.8	C = 1.9	D = 1.7
O=C(CCN1C(=O)C2C3C=CC(C3)C2C1=O)N1CCN(c2ccc(F)cc2)CC1 (stereo unspecified)
  A = 0.0	B = -6.8	C = 17.3	D = -0.2
CCC1=NN2C(=N)/C(=C\c3ccccc3Br)C(=O)N=C2S1
  A = 0.0	B = 4.2	C = -16.0	D = -1.5
Cc1ccc(C#N)c(SCC(=O)c2ccccc2)n1
  A = 0.0	B = -36.5	C = -6.0	D = -0.3
CC(=O)N1c2ccccc2NC2=C(C(=O)CC(c3ccccc3Cl)C2)C1c1ccc(C)cc1 (stereo unspecified)
  A = 0.2	B = 15.9	C = 5.9	D = 1.2
CN1[C@@H]2CCC[C@H]1CC(NC(=O)c1nn(C)c3ccccc13)C2 (stereo partly specified)
  A = 0.0&0.2&-0.1	B = 13.0&-4.4	C = -2.8&3.6&7.5	D = 0.4&1.0&1.4
CC(=O)Nc1ccccc1C(=O)C(=O)NC(C)c1ccccc1 (stereo unspecified)
  A = 0.3	B = 6.0	C = -5.2	D = 0.1
COc1ccc(C2CC(c3ccccc3)n3nnnc3N2)cc1 (stereo unspecified)
  A = 0.1	B = 3.4	C = 3.0	D = -0.4
COc1cc(/C=C2/SC(=Nc3ccc(F)cc3)N(c3ccc(F)cc3)C2=O)ccc1OCc1nc(N)nc(N2CCOCC2)n1
  A = 0.3	B = 4.8	C = 4.0	D = -1.0
C#CCn1c(=NC(C)=O)sc2cc(OC)ccc21
  A = -0.1	B = 11.9	C = 12.0	D = 4.5
CCN(CC)C(=O)C(C)N(C#N)c1nc(C)cc(C)n1 (stereo unspecified)
  A = 0.2	B = 2.1	C = 0.7	D = 1.7
CCc1ccccc1NC(=O)c1ccc(N(C)S(=O)(=O)c2ccccc2)cc1
  A = -0.1	B = -5.3	C = -8.4	D = 0.1
Nc1nc2nc3ccccc3n2c(=O)[nH]1
  A = -0.1	B = -4.3	C = -12.7	D = -0.8
Cc1onc(C(=O)Nc2ccc(F)cc2F)c1[N+](=O)[O-]
  A = -0.1	B = -6.0	C = -6.8	D = 0.7
O=C(Nc1ccc(F)cc1)C1CC(=O)N(Cc2ccc3c(c2)OCO3)C(=Nc2ccc(F)cc2)S1 (stereo unspecified)
  A = 0.2	B = -7.0	C = -2.5	D = 0.6
OC(COCc1ccccc1F)CN1CCCCC1 (stereo unspecified)
  A = -0.1	B = 13.9	C = 0.3	D = 0.2
C=CCOCC(O)Cn1c(N(C)Cc2ccccc2)nc2c1c(=O)[nH]c(=O)n2C (stereo unspecified)
  A = -0.2	B = 1.1	C = 1.1	D = -0.4
CCCOc1ccc(C2(C(=O)O)CCCC2)cc1
  A = 0.7	B = 13.9	C = 7.6	D = -1.5

# Going on with the list.
# The line under a structure holds: FBW7 activator, TEAD-YAP inh, MITF primary, GPR151 activ
COC(=O)c1cc(OC)c(OC)cc1NC(=S)NCCc1ccc(OC)c(OC)c1
    -0.1, 3.3, -6.9, -0.4
COCCn1c(C)cc(/C=C2/C(=O)NC(=S)N(Cc3ccco3)C2=O)c1C
    -0.9, -1.0, 64.8*, 1.2
CCCc1noc(-c2cc(-c3ccc(Cl)cc3)nc3ccccc23)n1
    0.2, -2.2, -4.7, 0.6
CCN(C(=O)Cc1noc2ccccc12)c1cc(OC)ccc1OC
    0.0, 13.4, 5.5, -1.5
C/C(=C\c1ccco1)C1C(C#N)=C(N)OC2=C1C(=O)CC(C)(C)C2 (stereo unspecified)
    -0.2, -5.5, 2.9, 0.6
Cc1nnc(N/N=C\c2c[nH]c3ccccc23)[nH]c1=O
    -0.1, 10.3, -7.3, -0.1
CCOC(=O)c1c(NC(=O)CSc2nnc(CNC(=O)c3ccccc3OC)n2-c2cccc(C)c2C)sc2c1CCCC2
    0.0, 0.9, 6.6, -1.4
COc1ccc(C(C)(C)C)cc1S(=O)(=O)NCC1CCCO1 (stereo unspecified)
    0.1, -1.7, 4.8, 1.8
CC(=O)N1CCc2cc(C(O)CN3CCN(c4ccccn4)CC3)ccc21 (stereo unspecified)
    0.0, -5.8, -6.1, 2.7
O=C(CSc1cccc2cccnc12)N/N=C/c1cccc(O)c1
    0.2, 4.7, 3.4, 0.9
O=C1Nc2ccc([N+](=O)[O-])cc2NC(=O)C2C3c4ccccc4C(c4ccccc43)C12 (stereo unspecified)
    -0.2, -10.7, 3.5, 0.0
COc1cc(CN2CCCN(C)CC2)cc2c1OCO2
    0.7, 12.4, 39.2, 0.9
COC(=O)CSc1nc(-c2cccc(C(F)(F)F)c2)ncc1OC
    0.0, -3.7, -4.7, -0.7
CCS(=O)(=O)N1CCN(c2ccc([N+](=O)[O-])c(N3CCCC3)c2)CC1
    -0.1, 6.2, 11.0, 2.5
CN(Cc1cccc(OC2CCN(C(=O)C3CC3)CC2)c1)Cc1ncc[nH]1
    -0.1, 3.0, 3.3, -1.2

# Given as labelled records: entries from further up
> COC(=O)c1cc(OC)c(OC)cc1NC(=S)NCCc1ccc(OC)c(OC)c1
  FBW7 activator: -0.1; TEAD-YAP inh: 3.3; MITF primary: -6.9; GPR151 activ: -0.4

> COCCn1c(C)cc(/C=C2/C(=O)NC(=S)N(Cc3ccco3)C2=O)c1C
  FBW7 activator: -0.9; TEAD-YAP inh: -1.0; MITF primary: 64.8*; GPR151 activ: 1.2

# (next part)
# The line under a structure holds: FBW7 activator, TEAD-YAP inh, MITF primary, GPR151 activ
CCOc1cc(C2NC(=O)NC(C)=C2C(=O)OC)ccc1OCc1ccccc1 (stereo unspecified)
    0.2, -6.6, 10.7, -0.2
CCOc1ccc(C(=O)C(C)Sc2nnnn2-c2ccc(OC)cc2)cc1 (stereo unspecified)
    -0.1, 0.6, -2.5, 0.0
Nc1cccc(-c2cnc3c(Nc4ccc(Oc5ccccc5)cc4)nccn23)c1
    -0.4, -0.6, 5.6, -0.2
CC(C)CC(NC(=O)c1cccc(Cl)c1)C(=O)O (stereo unspecified)
    -0.1, 1.5, 2.9, 2.2
COCC(C)NS(=O)(=O)Cc1ccccc1 (stereo unspecified)
    0.7, -6.4, 6.4, 2.0
COc1ccc(N2CC(NC(=O)NCCCOC(C)C)CC2=O)cc1 (stereo unspecified)
    0.0, 8.2, 9.7, -1.3
N#Cc1c(/N=c2\oc3ccc(Br)cc3cc2C(=O)Nc2ccccc2)sc2c1CCCC2
    0.2, 4.2, 14.9, 1.0

# 17 of the compounds above, as tab-separated lines:
SMILES	FBW7 activator	TEAD-YAP inh	MITF primary	GPR151 activ
CCCc1noc(-c2cc(-c3ccc(Cl)cc3)nc3ccccc23)n1	0.2	-2.2	-4.7	0.6
CCN(C(=O)Cc1noc2ccccc12)c1cc(OC)ccc1OC	0.0	13.4	5.5	-1.5
C/C(=C\c1ccco1)C1C(C#N)=C(N)OC2=C1C(=O)CC(C)(C)C2 (stereo unspecified)	-0.2	-5.5	2.9	0.6
Cc1nnc(N/N=C\c2c[nH]c3ccccc23)[nH]c1=O	-0.1	10.3	-7.3	-0.1
CCOC(=O)c1c(NC(=O)CSc2nnc(CNC(=O)c3ccccc3OC)n2-c2cccc(C)c2C)sc2c1CCCC2	0.0	0.9	6.6	-1.4
COc1ccc(C(C)(C)C)cc1S(=O)(=O)NCC1CCCO1 (stereo unspecified)	0.1	-1.7	4.8	1.8
CC(=O)N1CCc2cc(C(O)CN3CCN(c4ccccn4)CC3)ccc21 (stereo unspecified)	0.0	-5.8	-6.1	2.7
O=C(CSc1cccc2cccnc12)N/N=C/c1cccc(O)c1	0.2	4.7	3.4	0.9
O=C1Nc2ccc([N+](=O)[O-])cc2NC(=O)C2C3c4ccccc4C(c4ccccc43)C12 (stereo unspecified)	-0.2	-10.7	3.5	0.0
COc1cc(CN2CCCN(C)CC2)cc2c1OCO2	0.7	12.4	39.2	0.9
COC(=O)CSc1nc(-c2cccc(C(F)(F)F)c2)ncc1OC	0.0	-3.7	-4.7	-0.7
CCS(=O)(=O)N1CCN(c2ccc([N+](=O)[O-])c(N3CCCC3)c2)CC1	-0.1	6.2	11.0	2.5
CN(Cc1cccc(OC2CCN(C(=O)C3CC3)CC2)c1)Cc1ncc[nH]1	-0.1	3.0	3.3	-1.2
CCOc1cc(C2NC(=O)NC(C)=C2C(=O)OC)ccc1OCc1ccccc1 (stereo unspecified)	0.2	-6.6	10.7	-0.2
CCOc1ccc(C(=O)C(C)Sc2nnnn2-c2ccc(OC)cc2)cc1 (stereo unspecified)	-0.1	0.6	-2.5	0.0
Nc1cccc(-c2cnc3c(Nc4ccc(Oc5ccccc5)cc4)nccn23)c1	-0.4	-0.6	5.6	-0.2
CC(C)CC(NC(=O)c1cccc(Cl)c1)C(=O)O (stereo unspecified)	-0.1	1.5	2.9	2.2

# Not a hit list. About 3.4% of those tested had a hit in this group.
